NALP3 yeast inh: blocks the NALP3 inflammasome reconstituted in yeast; AID 2825; Yeast reconstituted NLRP3/ASC/caspase-1, beta-gal luminescence, 24 h; 330,000 tested, 0.39% active; inhibition, % at 10 µM;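 active = inhibition of 50% or more; inactive = inhibition below 50%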;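 note: plate controls were induced DMSO wells for no effect and uninduced yeast grown without galactose for full effect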
NR3A LBD binder: modulates the human NR3A ligand-binding domain; Tm shift relative to glycine control, % at 25 µM; NR3A LBD differential scanning fluorimetry, Tm shift; 0% = protein alone, 100% = glycine-bound protein; 340,000 tested, 2.5% active;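 active = melting temperature shift of at least 10% of the positive control shift, at one fixed dose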
beta cell repl: MIN6 beta-cell proliferation induction. MIN6 cells proliferation, ATPlite luminescence, 48 h; cells starved in 0.2% serum; 100% = growth in 10% serum. proliferation, % at 10 µM. 330,000 tested, 0.29% active. AID 2380;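 active = compounds whose signal lies at least 3.5 SD above the mean of all wells on their plate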;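 note: 0% = DMSO-treated cells in low-serum medium and 100% = 10% serum control; some compounds called inactive have numbers as strong as hits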
tim23-1 inh: tim23-1 yeast growth inhibition; S. cerevisiae tim23-1 growth, BacTiter-Glo luminescence, 24 h; inhibition, % at 20 µM; 330,000 tested, 1.3% active;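 active = growth inhibition of the mutant yeast at or above 50%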;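 note: temperature-sensitive mutant grown at 25 °C; plate controls were DMSO-treated mutant yeast for no effect and medium wells lacking yeast for full effect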
TIM10 inh: growth inhibitors of TIM10 yeast strain; S. cerevisiae TIM10 strain growth, BacTiter-Glo luminescence, 24 h; 330,000 tested, 1.4% active; inhibition, % at 10 µM;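 active = inhibition of 40% or more at the single tested concentration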;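 note: wild-type TIM10 isogenic control strain grown at permissive 25 °C; 0% = DMSO yeast wells and 100% = minimal medium wells without yeast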
APJ agonist: APJ receptor agonism; CHO-K1 APJ PathHunter beta-arrestin, luminescence; 0% DMSO wells, 100% apelin; AID 2520; activation, % at 20 µM; 330,000 tested, 0.11% active;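 active = activation more than six SD over the plate average, tested at 20 µM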;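 note: 0% = DMSO alone and 100% = apelin-13 at 10 nM; some results filed as inactive read as strong as hits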
Target sequence (P35414 whole entry, looked up): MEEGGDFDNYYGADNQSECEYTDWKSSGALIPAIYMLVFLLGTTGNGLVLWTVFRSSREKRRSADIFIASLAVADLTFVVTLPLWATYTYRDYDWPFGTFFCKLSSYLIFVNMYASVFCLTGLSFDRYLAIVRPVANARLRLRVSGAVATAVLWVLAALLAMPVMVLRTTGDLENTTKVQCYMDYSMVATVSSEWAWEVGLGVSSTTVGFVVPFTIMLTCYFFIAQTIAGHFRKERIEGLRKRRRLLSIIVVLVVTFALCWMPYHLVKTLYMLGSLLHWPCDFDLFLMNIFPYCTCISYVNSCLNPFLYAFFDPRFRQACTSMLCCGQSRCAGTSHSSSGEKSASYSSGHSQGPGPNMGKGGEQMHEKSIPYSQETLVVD
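assay system = CHO-K1 APJ beta-arrestin complementation cell line | input = cell density 1000 per well | dosing = compound 20 µM once, DMSO 1% | timing = compound 90 min 25 °C, reagent 1 h | measured by = luminescence from split beta-galactosidase complementation, Galacton Star/Emerald II substrate | read-out basis = APJ agonist activity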
APJ antag: blocks the human apelin receptor APJ. CHO-K1 APJ beta-arrestin complementation, luminescence. inhibition, % at 20 µM. P35414. 330,000 tested, 0.32% active;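 active = inhibition above about 40% at 20 µM, limit read from the data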;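 note: cells challenged with 10 nM apelin-13 agonist together with compound; plate controls were apelin-13 plus DMSO wells for no effect and DMSO wells lacking apelin-13 for full effect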
tim10-1 inh: tim10-1 yeast growth inhibition | S. cerevisiae tim10-1 ts strain growth, BacTiter-Glo, 24 h | inhibition, % at 20 µM | 330,000 tested, 2.2% active | AID 463190;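 active = inhibition of at least 40%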;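 note: mutant grown at 25 °C; 0% = DMSO wells with yeast and 100% = wells holding no yeast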
MPTP inh: inhibitors of mitochondrial permeability transition pore. isolated mouse mitochondria, Ca2+ swelling absorbance, 30 min. inhibition, % at 10 µM. 360,000 tested, 1.4% active;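 active = inhibition of 50% or more, scaled per plate between neutral and stimulator controls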;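 note: 0% = DMSO wells given calcium and 100% = 1 mM EGTA wells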
* hit, by the source's call. Some of the compounds tested; the hit share may differ from the screen's.

COc1nc(NC(C)C)nc(NC(C)C)n1 was read as NALP3 yeast inh 13.1, NR3A LBD binder 0.8, beta cell repl -1.4, tim23-1 inh 5.7, TIM10 inh 3.5, APJ agonist -1.5, APJ antag 4.2, tim10-1 inh 1.5 and MPTP inh -0.1.
C[C@]12CCC3C(CC[C@H]4C[C@@H](O)CC[C@]34C)C1C[C@@H](Br)[C@@H]2O (some centres not stated) was read as NALP3 yeast inh 47.8, NR3A LBD binder 0.9, beta cell repl 0.0, tim23-1 inh 8.4, TIM10 inh -10.1, APJ agonist 0.7, APJ antag 5.9 and tim10-1 inh 7.0.
For CCCC(=O)Nc1ccc(N2CCN(CC)CC2)c(Cl)c1 the results were NALP3 yeast inh -2.5, NR3A LBD binder 1.1, beta cell repl 0.1, tim23-1 inh -37.1, TIM10 inh -2.5, APJ agonist 0.1, APJ antag -5.6, tim10-1 inh -1.3 and MPTP inh -0.6.
`CC(=NCCCN1CCOCC1)c1c(O)[nH]c(=O)[nH]c1=O` gave NALP3 yeast inh 2.4, NR3A LBD binder -3.4, beta cell repl 1.1, tim23-1 inh 6.3, TIM10 inh -5.8, APJ agonist -1.3, APJ antag -6.3, tim10-1 inh 4.7 and MPTP inh 1.2.
`CCOC(=O)Cn1cc(C=C2C(=O)N(C)C(=O)N(C)C2=O)c2ccccc21` gave NALP3 yeast inh 0.9, beta cell repl 1.2, tim23-1 inh 20.5, TIM10 inh -12.1, APJ agonist -1.2, APJ antag -1.1, tim10-1 inh 12.0 and MPTP inh 0.4.
For Cc1ccc2occ(CN3CC4CC(C3)c3cccc(=O)n3C4)c(=O)c2c1 (configuration not stated) the results were NALP3 yeast inh 8.1, NR3A LBD binder -1.0, beta cell repl -0.7, tim23-1 inh -4.8, TIM10 inh 4.7, APJ agonist -4.0, APJ antag 1.2, tim10-1 inh -7.7 and MPTP inh -0.6.
Screening Clc1ccccc1CN1CCN(c2ccccc2)CC1 returned NALP3 yeast inh -2.1, NR3A LBD binder -3.1, beta cell repl -1.3, tim23-1 inh 8.8, TIM10 inh -5.4, APJ agonist 2.9, APJ antag 6.7, tim10-1 inh -8.2 and MPTP inh -1.4.
`COC(=O)C1C2c3ccccc3C(c3ccccc32)C1C(=O)OC` (configuration not stated) gave NALP3 yeast inh -12.0, NR3A LBD binder 1.7, beta cell repl -1.0, tim23-1 inh 26.6, TIM10 inh -6.2, APJ agonist -0.2, APJ antag 2.6, tim10-1 inh 22.6 and MPTP inh 1.7.
`CN1CCN(C(=O)COc2ccc3ccccc3c2Br)CC1` gave NALP3 yeast inh 7.1, NR3A LBD binder 1.7, beta cell repl 2.2, tim23-1 inh 9.1, TIM10 inh -8.4, APJ agonist -3.2, APJ antag 10.8, tim10-1 inh -2.7 and MPTP inh -0.4.
Cc1c(C(=O)N2CCC3(CC2)OCCO3)sc2ncnc(N3CCN(c4ccccn4)CC3)c12 was read as NALP3 yeast inh -9.4, NR3A LBD binder 2.0, beta cell repl 2.3, tim23-1 inh 15.6, TIM10 inh 24.9, APJ agonist 3.2, APJ antag 4.2, tim10-1 inh 25.4 and MPTP inh 0.0.
For O=c1cccc2n1CC1CC2CN(S(=O)(=O)c2ccc(F)cc2)C1 (configuration not stated) the results were NALP3 yeast inh 3.8, NR3A LBD binder -1.5, beta cell repl -0.8, tim23-1 inh -3.9, TIM10 inh 5.1, APJ agonist -2.4, APJ antag 15.6, tim10-1 inh -4.4 and MPTP inh 0.3.
O=c1c2ccccc2nc(/C=C/c2ccc3c(c2)OCO3)n1-c1ccccc1 was read as NALP3 yeast inh -2.1, NR3A LBD binder -6.6, beta cell repl 0.0, tim23-1 inh 35.7, TIM10 inh 30.9, APJ agonist -2.1, APJ antag 18.2, tim10-1 inh 28.0 and MPTP inh 0.8.

Two entries drawn at random from the list so far, as already listed:
`COC(=O)C1C2c3ccccc3C(c3ccccc32)C1C(=O)OC` (configuration not stated) gave NALP3 yeast inh -12.0, NR3A LBD binder 1.7, beta cell repl -1.0, tim23-1 inh 26.6, TIM10 inh -6.2, APJ agonist -0.2, APJ antag 2.6, tim10-1 inh 22.6 and MPTP inh 1.7.
`CN1CCN(C(=O)COc2ccc3ccccc3c2Br)CC1` gave NALP3 yeast inh 7.1, NR3A LBD binder 1.7, beta cell repl 2.2, tim23-1 inh 9.1, TIM10 inh -8.4, APJ agonist -3.2, APJ antag 10.8, tim10-1 inh -2.7 and MPTP inh -0.4.

Next section:
`C[C@H](NC(=O)N1C[C@H]2C[C@@H](C1)c1cccc(=O)n1C2)C(=O)Nc1cccc(F)c1` gave NALP3 yeast inh 3.9, NR3A LBD binder -0.7, beta cell repl -4.5, tim23-1 inh -2.6, TIM10 inh -5.5, APJ agonist -2.9, APJ antag 6.5, tim10-1 inh -8.3 and MPTP inh 0.0.
Screening Cn1ncnc2c(=O)n(C)c(=O)nc1-2 returned NALP3 yeast inh 35.0, NR3A LBD binder -0.5, beta cell repl -4.3, tim23-1 inh 27.4, TIM10 inh 6.5, APJ agonist 6.6, APJ antag -10.9, tim10-1 inh 29.1 and MPTP inh 1.2.
`O=C1CCCC2C3CCCN4CCCC(CN12)C34` (configuration not stated) gave NALP3 yeast inh 1.5, NR3A LBD binder -3.2, beta cell repl -0.6, tim23-1 inh 6.3, TIM10 inh 0.1, APJ agonist -4.1, APJ antag 4.1, tim10-1 inh 0.9 and MPTP inh -1.0.
For Cc1ccc(NP(=O)(Nc2ccc(C)cc2)Oc2ccccc2)cc1 the results were NALP3 yeast inh -12.3, NR3A LBD binder -0.2, beta cell repl -5.6, tim23-1 inh 21.8, TIM10 inh 21.4, APJ agonist -2.6, APJ antag 7.9, tim10-1 inh 16.1 and MPTP inh -1.9.
Cc1ccc(NC(=O)CCNC(=O)N2C[C@H]3C[C@@H](C2)c2cccc(=O)n2C3)c(C)c1 was read as NALP3 yeast inh 9.5, NR3A LBD binder -0.5, beta cell repl 2.2, tim23-1 inh -4.7, TIM10 inh -5.8, APJ agonist -1.8, APJ antag -45.0, tim10-1 inh -6.7 and MPTP inh -0.4.
`Cc1cccc(NP(C)(=O)c2nc3c(s2)CCCC3)c1` (configuration not stated) gave NALP3 yeast inh 4.7, NR3A LBD binder -1.0, beta cell repl -2.4, tim23-1 inh 5.3, TIM10 inh 3.6, APJ agonist 1.0, APJ antag 0.7, tim10-1 inh 11.5 and MPTP inh 0.9.
`COC(=O)C1=C(c2ccc(F)cc2F)C[C@@H]2CC[C@H]1N2C(=O)N1CCOCC1` gave NALP3 yeast inh 8.6, NR3A LBD binder -0.6, beta cell repl -2.5, tim23-1 inh 10.3, TIM10 inh 1.1, APJ agonist -3.6, APJ antag 17.4, tim10-1 inh 1.5 and MPTP inh 0.4.
For COc1ccc(C(O)C(C)NC(C)C(O)c2ccc(OC)cc2)cc1 (configuration not stated) the results were NALP3 yeast inh -1.2, NR3A LBD binder -0.6, beta cell repl -2.2, tim23-1 inh -3.7, TIM10 inh -16.5, APJ agonist -0.2, APJ antag 2.3, tim10-1 inh -6.8 and MPTP inh -0.3.
For CC(=O)OC1N=C(c2ccccc2)c2ccccc2NC1=O (configuration not stated) the results were NALP3 yeast inh 5.5, NR3A LBD binder -3.6, beta cell repl -0.3, tim23-1 inh 7.5, TIM10 inh 4.6, APJ agonist -3.0, APJ antag 17.1, tim10-1 inh 3.9 and MPTP inh -0.8.
`CC(Cl)(Cl)/C(=N/P(=S)(N1CCOCC1)N1CCOCC1)N1CCOCC1` gave NALP3 yeast inh -0.9, NR3A LBD binder 5.4, beta cell repl -2.0, tim23-1 inh 6.5, TIM10 inh 6.0, APJ agonist 1.2, APJ antag 1.0, tim10-1 inh 15.0 and MPTP inh 1.4.
CCOc1ccccc1-n1c(O)c(C=NCc2ccc3c(c2)OCO3)c(=O)[nH]c1=O was read as NALP3 yeast inh 34.1, NR3A LBD binder -0.4, beta cell repl -2.6, tim23-1 inh -1.7, TIM10 inh -8.1, APJ agonist 1.1, APJ antag 2.7, tim10-1 inh 10.1 and MPTP inh 0.6.
Screening CN(C)C(Cc1ccc(C#N)cc1)C(=O)c1ccccc1 (configuration not stated) returned NALP3 yeast inh 7.7, NR3A LBD binder -5.8, beta cell repl 0.0, tim23-1 inh 12.5, TIM10 inh -7.0, APJ agonist -0.5, APJ antag -0.4, tim10-1 inh 34.6 and MPTP inh 10.6.
C=CC[N+]1(C)C2CCC1CC(O)C2 (configuration not stated) was read as NALP3 yeast inh 9.5, NR3A LBD binder 0.5, beta cell repl -1.8, tim23-1 inh 7.4, TIM10 inh -0.7, APJ agonist -3.4, APJ antag -18.2, tim10-1 inh -0.7 and MPTP inh 0.4.
`CN[C@@H]1C[C@@H](c2ccc(Cl)c(Cl)c2)c2ccccc21` gave NALP3 yeast inh 23.8, beta cell repl -7.7, tim23-1 inh 12.2, TIM10 inh 17.1, APJ agonist -2.3, APJ antag 14.5 and tim10-1 inh 19.7.
Screening Cc1ccc(C)c(NC(=O)CSc2nnc([C@@H](N)Cc3c[nH]c4ccccc34)o2)c1 returned NALP3 yeast inh 18.2, NR3A LBD binder 0.2, beta cell repl -2.3, tim23-1 inh 22.6, TIM10 inh 28.8, APJ agonist -2.0, APJ antag -8.4, tim10-1 inh 21.9 and MPTP inh -1.2.
For O=P(Nc1cccnc1)(Oc1ccccc1)Oc1ccccc1 the results were NALP3 yeast inh -1.7, NR3A LBD binder 3.0, beta cell repl -0.1, tim23-1 inh 0.3, TIM10 inh 11.0, APJ agonist -0.1, APJ antag 4.8, tim10-1 inh 11.4 and MPTP inh 2.2.
Screening CCCNS(=O)(=O)c1ccc(OCC(=O)N2CCN(C)CC2)cc1 returned NALP3 yeast inh 5.1, NR3A LBD binder 0.7, beta cell repl -2.3, tim23-1 inh 10.2, TIM10 inh -5.8, APJ agonist 1.1, APJ antag -22.0, tim10-1 inh -16.4 and MPTP inh 0.0.
Screening CSc1ccc(CN2CCN(c3ccccc3C)CC2)cc1 returned NALP3 yeast inh 4.7, NR3A LBD binder 2.8, beta cell repl -2.8, tim23-1 inh 16.6, TIM10 inh 3.3, APJ agonist -2.0, APJ antag 7.6, tim10-1 inh 1.5 and MPTP inh -0.1.
For COc1ccccc1N(CC(=O)NC1CCCCC1)C(=O)c1cnn(C(C)C)c1 the results were NALP3 yeast inh 5.1, NR3A LBD binder -4.0, beta cell repl -0.7, tim23-1 inh 7.9, TIM10 inh -0.5, APJ agonist -0.1, APJ antag -0.5, tim10-1 inh -19.6 and MPTP inh 2.6.
COC(=O)C1=C(c2cccc(C#N)c2)C[C@@H]2CC[C@H]1N2C(=O)N1CCCC1 was read as NALP3 yeast inh 6.0, NR3A LBD binder -2.3, beta cell repl -0.3, tim23-1 inh 11.5, TIM10 inh -1.1, APJ agonist -3.2, APJ antag 6.9, tim10-1 inh 8.8 and MPTP inh -2.8.
`CC1(C)C2SCC(=O)N2CCN1CC(=O)NN` (configuration not stated) gave NALP3 yeast inh 12.0, NR3A LBD binder -0.1, beta cell repl -0.3, tim23-1 inh 14.2, TIM10 inh 10.7, APJ agonist 1.5, APJ antag 8.8, tim10-1 inh -1.3 and MPTP inh 0.9.
For Cc1c(NC(=O)C(C)OC(=O)Cc2ccccc2)c(=O)n(-c2ccccc2)n1C (configuration not stated) the results were NALP3 yeast inh 4.3, NR3A LBD binder 0.3, beta cell repl 3.1, tim23-1 inh -15.7, TIM10 inh 5.5, APJ agonist -4.9, APJ antag -1.9, tim10-1 inh 3.7 and MPTP inh 1.2.
For CCOC(=O)C1(CCc2ccccc2)CCN(Cc2ccco2)CC1 the results were NALP3 yeast inh 28.6, NR3A LBD binder -1.0, beta cell repl 0.4, tim23-1 inh 8.1, TIM10 inh -0.1, APJ agonist -3.2, APJ antag 12.7, tim10-1 inh 12.9 and MPTP inh 2.4.

Compound activity: PubChem BioAssay, Sanford-Burnham Center for Chemical Genomics
